AddAB inh: less growth of phage-infected E. coli with AddAB. E. coli expressing H. pylori AddAB, absorbance growth. inhibition, % at 11.9 µM. 0.29% of 330,000 active; in the data active means inhibition above about 12%;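 further: 0% = vehicle wells of infected cells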
PvdQ acylase: P. aeruginosa PvdQ acylase inhibition; purified PvdQ acylase, fluorescence plate reader; inhibition, % at 10 µM; 0.063% of 340,000 active; in the data active means inhibition above about 30%, passing the limit was not always enough;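 further: 0% = vehicle neutral wells and 100% = reference inhibitor wells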
PfHsp90 set2: inhibits growth of yeast expressing Plasmodium falciparum Hsp90; S. cerevisiae expressing PfHsp90, BacTiter-Glo ATP, 48 h; yeast lacking PDR1 and PDR3 efflux regulators; 0.32% of 310,000 active; inhibition, % at 9.4 µM; AID 504621;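 active means every replicate shows inhibition above about 80%, whatever the replicate mean, limit read from the data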;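 further: 0% = DMSO neutral controls and 100% = 20 µM radicicol positive controls; yeast relying on Plasmodium falciparum Hsp90 in place of its own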
Rtt109 Vps75: blocks Candida albicans Rtt109/Vps75 acetyltransferase activity; purified Rtt109/Vps75, ThioGlo CoA-SH fluorescence, 4 h; inhibition, % at 34.9 µM; 0.16% of 330,000 active;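 active means inhibition of at least 50% in every replicate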
Target sequence (Q5AAJ8 whole entry, looked up): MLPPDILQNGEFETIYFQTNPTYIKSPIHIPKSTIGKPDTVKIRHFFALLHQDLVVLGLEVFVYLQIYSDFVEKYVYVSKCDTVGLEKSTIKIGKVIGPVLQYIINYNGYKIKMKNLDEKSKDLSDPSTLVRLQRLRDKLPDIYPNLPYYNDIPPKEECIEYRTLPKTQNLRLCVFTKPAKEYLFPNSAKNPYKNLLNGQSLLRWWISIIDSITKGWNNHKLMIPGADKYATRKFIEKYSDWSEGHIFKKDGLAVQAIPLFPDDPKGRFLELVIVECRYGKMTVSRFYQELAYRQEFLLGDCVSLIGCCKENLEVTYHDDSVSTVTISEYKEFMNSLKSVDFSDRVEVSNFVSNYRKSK
Tat transport: E. coli Tat transport inhibition | E. coli MC4100 TorA-mCherry Tat export, fluorescence | inhibition, % at 10 µM | 0.036% of 340,000 active | AID 488895;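 active means mean replicate inhibition at least 50% and at least half of replicates individually reaching 50%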;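 further: exported cargo escapes ClpAP degradation while cytoplasmic cargo is degraded and loses fluorescence; 0% = median of neutral control wells and 100% = median of NaSCN control wells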
DAGLB inhibitor: diacylglycerol lipase beta (human) inhibition | Q8NCG7 | 0.059% of 340,000 active | inhibition, % at 5.17 µM | HEK293T DAGLB membrane lysate, EnzChek fluorogenic substrate; in the data active means inhibition above about 34%;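 further: 0% = enzyme with vehicle and 100% = wells lacking enzyme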
Target sequence (Q8NCG7 whole entry, looked up): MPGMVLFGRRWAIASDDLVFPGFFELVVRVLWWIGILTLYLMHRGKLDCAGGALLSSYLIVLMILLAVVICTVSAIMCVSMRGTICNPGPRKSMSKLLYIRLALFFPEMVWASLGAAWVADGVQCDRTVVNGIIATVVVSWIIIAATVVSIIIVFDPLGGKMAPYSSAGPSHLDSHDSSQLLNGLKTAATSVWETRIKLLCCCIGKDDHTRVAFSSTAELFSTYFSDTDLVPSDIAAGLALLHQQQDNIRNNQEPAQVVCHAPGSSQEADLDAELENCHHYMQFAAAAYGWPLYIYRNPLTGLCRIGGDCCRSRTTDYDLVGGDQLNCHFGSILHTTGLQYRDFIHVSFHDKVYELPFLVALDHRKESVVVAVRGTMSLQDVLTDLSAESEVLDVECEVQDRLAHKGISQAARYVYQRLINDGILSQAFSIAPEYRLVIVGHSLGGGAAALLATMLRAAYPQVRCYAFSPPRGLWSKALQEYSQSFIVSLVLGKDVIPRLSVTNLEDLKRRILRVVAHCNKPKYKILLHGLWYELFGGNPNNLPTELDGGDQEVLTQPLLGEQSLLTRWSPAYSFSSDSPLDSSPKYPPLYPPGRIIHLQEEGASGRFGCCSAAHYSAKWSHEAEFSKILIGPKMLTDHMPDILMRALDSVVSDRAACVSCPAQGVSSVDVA
phage Ecoli inh: E. coli growth loss with phage present; 0.26% of 360,000 active; inhibition, % at 11.9 µM; growth absorbance; AID 651602; in the data active means inhibition above about 11%
Wnt act: activates Wnt/beta-catenin signaling in a reporter cell assay. activator, plate reader. activation, % at 9.35 µM. 1.2% of 300,000 active. AID 743398; in the data active means activation above about 30%, passing the limit was not always enough;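 further: 0% = neutral control wells and 100% = positive control wells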
CAL PDZ inh: human CAL PDZ-peptide interaction inhibition. 0.02% of 330,000 active. purified CAL PDZ, TMR-peptide fluorescence polarization, 1 h. AID 504414. inhibition, % at 20 µM;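 active means highest replicate inhibition of at least 40%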;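 further: plate controls were DMSO neutral control wells for no effect and unlabeled competitor peptide control wells for full effect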
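System: purified tagged CAL PDZ domain construct (CerCALP). Schedule: 1 h incubation at room temperature before polarization reading. Medium: 25 mM sodium phosphate pH 7.4, 150 mM NaCl, TCEP, IgG, Thesit. Read-out: percent inhibition from loss of millipolarization. Measured by: FP readout, S and P plane fluorescence. Probe or stimulus: fluorescent TMR peptide probe.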
Ecoli viability: reduces bacterial viability in AddAB counter-screen | E. coli V3065 growth, OD600 absorbance, 18 h | inhibition, % at 11.9 µM | 0.27% of 330,000 active;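 active means inhibition above the campaign's mean inhibition across all tested compounds plus 3 SD, cut at about 9.9% in these data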;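 further: uninfected addAB+ strain grown without phage in ampicillin broth; 0% = DMSO wells and 100% = ciprofloxacin 0.95 µg/ml wells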
* = called active by the depositor; x = not tested or not shown; & = joins results of further samples.

compound	AddAB inh	PvdQ acylase	PfHsp90 set2	Rtt109 Vps75	Tat transport	DAGLB inhibitor	phage Ecoli inh	Wnt act	CAL PDZ inh	Ecoli viability
Nc1ccc2c(S(=O)(=O)O)cccc2c1S(=O)(=O)O	x	-29	-15	2	-5	2	2.1	-3	-2.4	x
Cc1ccc(NC(=O)Cn2cnc3cc([N+](=O)[O-])ccc3c2=O)c(Cl)c1	-2.3	-9	-2	-18	-9	-3	1.5	-2	-0.8	-0.4
COc1ccc(OC)c(CN2CCC(C(=O)N3CCN(c4ccccc4F)CC3)CC2)c1	2.8	4	-4	6	-7	0	0.9	0	0.5	-1.0
CCOC(=O)C1(Cc2cccc(OC)c2)CCCN(Cc2nccn2CC)C1 (configuration not stated)	1.3	-21	-14	5	-6	-5	3.5	-2	-1.3	0.2
CC(C)CN(C(=O)COC(=O)Cc1c[nH]c2ccccc12)C1CCS(=O)(=O)C1 (configuration not stated)	5.3	6	x	9	-1	-3	1.8	-1	-0.4	-0.2
CC(=O)Nc1ccc(NC(=O)CC2SC(=O)N(CC(=O)c3ccccc3)C2=O)cc1 (configuration not stated)	4.2	-16	-10	-10	16	3	3.8	0	-2.4	1.2
O=C(COC(=O)CNC(=O)c1ccccc1F)NCCNC(=O)COC(=O)CNC(=O)c1ccccc1F	0.3	-5	29	-1	-17	-1	1.0	-4	-1.5	0.8
COc1ccc(NC(=O)C2CCN(c3ncnc4c3nc3n4CCCCC3)CC2)c(OC)c1	2.6	-2	-60	7	8	0	-1.3	0	-1.3	-2.1
COC(=O)c1c(NC(=O)C(=O)NCCCN2CCOCC2)sc2c1CCC2	2.4	1	-5	13	-3	-2	-0.9	-1	-1.7	-1.1
Cc1ccc(CNC(=O)CCCC(=O)Nc2cc(C)on2)cc1	-0.1	1	15	4	-3	0	3.4	0	0.3	-1.0
CCOc1ccc(S(=O)(=O)NCCC(=O)N2CCCC(C)C2)cc1 (configuration not stated)	-0.2	-15	x	-4	-8	-1	0.6	0	-1.6	2.5
CSc1ccc(C#N)cc1NC(=O)c1cccc(Cl)c1	4.7	-9	-92	-3	-1	-1	4.6	x	-0.5	1.4
Cc1ncc2c(n1)NC(=O)NC2	x	4	17	-9	0	-3	1.6	4	-0.5	x
OC[C@H]1O[C@@H](n2cnc3c(NCc4ccco4)ncnc32)[C@H](O)[C@@H]1O	x	-4	-6	1	2	1	1.5	-27	-0.1	x
CCCn1c(=N)c(S(=O)(=O)c2ccccc2)cc2c(=O)n3ccccc3nc21	-1.9	-6	-5	-3	3	0	3.9	-1	-0.6	-0.7
Cc1ccc(C(=O)N2CCN(c3ncccn3)CC2)o1	1.4	-3	2	-7	-4	2	2.7	x	-1.2	-1.3
CCCCC[C@@H]1C=C(C(=O)O)[C@H](c2ccc(OC)c(OC)c2)N1S(=O)(=O)c1ccc(C)cc1	1.5	-6	-4	26	-1	2	0.6	0	0.0	-3.2
S=C(NCCCc1ccccc1)Nc1ccc(Br)cc1	x	1	10	8	-1	-8	9.2	1	-2.4	x
CCOC(=O)N1CCN(C(=O)C2CCN(CC3CCCCC3)CC2)CC1	4.4	-4	-6	0	-7	1	1.9	-2	-1.0	0.2
Cc1ccc(C23CC4CC(CC(C(=O)N(C)C)(C4)C2)C3)cc1	-0.7	-4	34	1	7	-3	2.3	1	-1.7	-0.6
Cc1[nH]c(SCC(=O)c2c(N)n(C)c(=O)n(C)c2=O)nc1Cc1ccccc1	0.6	-10	12	1	-13	-1	2.4	-1	-0.8	-3.5
NNC(=O)C1=NOC(CNc2ncc(C(F)(F)F)cc2Cl)C1 (configuration not stated)	0.7	2	13	-7	2	-6	5.5	x	0.0	1.3
O=C(C1CCC(=O)N(C2CC2)C1)N1CCN(c2ccccc2Cl)CC1 (configuration not stated)	2.4	-15	-12	-22	7	-1	-0.5	2	-1.7	4.0
Cc1ccc(Nc2nc(-c3ccc(F)cc3)cs2)nc1	x	-12	-31	2	-4	-3	0.6	5	0.0	x
O=C(Nc1ccc2ccccc2c1)c1ccc(Cl)cc1Cl	0.9	-8	-28	-5	-3	-6	3.6	39*	-8.7	0.2

As entered above:
CAL PDZ inh with Cc1ccc(NC(=O)Cn2cnc3cc([N+](=O)[O-])ccc3c2=O)c(Cl)c1 is entered as -0.8
AddAB inh with O=C(Nc1ccc2ccccc2c1)c1ccc(Cl)cc1Cl is entered as 0.9

(list continues)
compound	AddAB inh	PvdQ acylase	PfHsp90 set2	Rtt109 Vps75	Tat transport	DAGLB inhibitor	phage Ecoli inh	Wnt act	CAL PDZ inh	Ecoli viability
Cc1ccc2nc(NC(=O)CN3C(=O)C4CC=CCC4C3=O)sc2c1 (configuration not stated)	1.4	15	18	-1	-3	0	0.9	1	-1.9	0.2
CCn1c(-c2ccccc2)c(C(=O)O)c2ccccc21	2.4	-6	15	-3	8	4	2.1	1	-0.6	-1.3
Nc1cc(OC(=O)c2cccs2)nn1S(=O)(=O)c1ccc(F)cc1	0.7	-10	3	-17	2	9	3.4	x	-3.9	-2.0
Fc1ccccc1Nc1nc(-c2ccncc2)nc2ccccc12	0.3	0	1	12	-4	-2	4.9	1	-7.7	-1.1
COc1ccc(Nc2nc(N3CCN(S(C)(=O)=O)CC3)nc3ccccc23)c(OC)c1	1.9	10	8	9	-7	0	-1.8	-2	0.8	0.4
COCCCNC(=O)C1CCN(S(=O)(=O)c2ccc3nc4c(c(C(=O)O)c3c2)CCCCC4)CC1	1.9	-13	-8	1	11	-1	1.6	-1	-0.5	0.1
CC1CC(C)CN(C(=O)CSc2ccsc2[N+](=O)[O-])C1 (configuration not stated)	5.8	3	0	9	-6	-3	2.8	5	-2.3	1.1
CC(C)C(=O)Nc1nnc(S(=O)(=O)N2CCCc3ccccc32)s1	0.0	-15	-42	-7	-7	1	3.0	-3	-0.4	0.7
CC1CN(S(=O)(=O)c2ccc(C(=O)OCc3ccc(C#N)cc3)cc2)CC(C)O1 (configuration not stated)	-0.6	-12	9	2	7	-3	2.8	0	-0.7	-2.1
O=C(CCCn1cnc([N+](=O)[O-])n1)Nc1ccc(F)c(Cl)c1	-0.1	-5	-7	1	-26	0	1.5	-1	-0.1	-0.4
CC1=C(C)CC(C(=O)Nc2cccc([N+](=O)[O-])c2)C(C(=O)O)C1 (configuration not stated)	4.8	1	-13	0	6	2	1.1	x	0.2	0.8
Cc1cc2nnc(SC3CCCCN(C(=O)c4ccc(F)cc4)C3=O)n2c2ccccc12 (configuration not stated)	1.2	-13	39	-6	-4	0	2.1	-9	-1.3	-2.5
CCCc1nc2n[nH]c(N)c2c2c1CCCC2	1.4	-9	18	2	-8	0	0.3	x	x	-0.9
CCCCOC(=O)Nc1ccc(C)c(Cl)c1	1.4	-4	-12	3	-2	-7	-0.9	-3	-1.2	-1.6
Cc1nc2sccn2c(=O)c1CCN1CCC(=C(c2ccc(F)cc2)c2ccc(F)cc2)CC1	-0.6	-3	4	32	5	0	3.3	1&0	-6.3	1.2
O=C(Cn1c(COc2ccc(Cl)cc2)nc2ccccc21)NCC(F)(F)F	3.0	-11	0	-5	-3	-2	4.3	x	-2.9	-0.8
CC1CCc2sc3nc(NCc4ccco4)n4ncnc4c3c2C1 (configuration not stated)	1.8	0	-2	5	10	-7	0.6	0	-0.2	-2.6
CC1(C)CC(=O)C2=C(C1)OC(N)=C(C#N)C2CCc1ccccc1 (configuration not stated)	0.8	6	3	1	-8	-5	-1.7	x	0.4	-3.8
COc1ccc(NS(=O)(=O)c2cccc(C(=O)NCCCN3CCCC3=O)c2)cc1	1.9	-16	5	8	-1	2	0.8	-2	-2.3	0.1
CCCN1CNC(=S)N(c2ccc(C(=O)OCC)cc2)C1	1.3	2	-11	2	0	0	4.0	x	-1.8	-0.3
CCCC12CN3CCN(CC(C3)/C1=N\NC(=O)c1ccc(F)cc1)C2	2.8	-21	-32	-4	1	0	3.2	12	0.6	-2.4
CSc1nc2ccccc2nc1N(C)S(=O)(=O)c1ccc(C)cc1	1.0	-4	-3	-3	9	-9	0.9	1	-0.7	2.5
Cc1cc(-c2ccc(Cl)cc2)oc(=O)c1NC(=O)c1ccccc1	5.7	-5	12	-6	-9	-1	2.7	x	-1.1	-1.8
COc1cc(S(=O)(=O)N(C)C)ccc1Br	-0.2	-17	-12	-3	-3	-4	-0.9	x	x	-0.5
O=c1cc(CSc2nc3ccccc3c(=O)[nH]2)c2ccc(O)cc2o1	x	-4	-20	1	-5	5	0.9	2	-7.2	x
CCC(=O)Nc1cccc(C2=NOC3(C2)C[C@@H](C(N)=O)N(C(=O)c2cc([N+](=O)[O-])cc([N+](=O)[O-])c2C)C3)c1 (some centres not stated)	3.1	-11	x	2	19	0	-0.2	-1	1.1	-0.5
COc1ccc(C(=O)OC(C)CN2CCOCC2)cc1OC (configuration not stated)	-0.3	14	-6	-3	-4	2	2.6	x	0.0	0.8
Cc1cccc(NC(=O)c2cccc(Cn3cc(Br)c([N+](=O)[O-])n3)c2)c1C	3.6	-10	28	5	8	-1	1.7	x	0.8	0.6
COc1ccc(C(=O)Nn2c(C)nc3ccccc3c2=O)cc1Br	0.2	-3	-11	3	-2	-1	2.6	0	0.1	2.4
O=S(=O)(c1ccccc1)N1CCN(C(=S)Nc2ccccc2Cl)CC1	2.0	0	-10	11	0	-3	2.3	0	-1.1	0.7
C/C(=N/N=C1/NC(=O)CC(C(=O)Nc2ccccc2)S1)c1cccs1 (configuration not stated)	-0.3	-7	-6	8	9	1	3.0	0	-1.3	-2.7
COc1ccc(OC)c(CN2CCN(CCCc3ccccc3)C(CCO)C2)c1 (configuration not stated)	-0.1	10	-1	41	-3	-3	1.8	1	0.8	-1.6
O=C(Nc1ccc(-c2csc(-c3ccccc3)n2)cc1)c1ccccc1Cl	3.3	-7	20	-5	-8	-9	-1.8	x	1.1	3.2
C=CCc1cccc(/C=N/NC(=O)CNc2cccc3ccccc23)c1O	12	-11	-31	7	-6	-2	8.4	-2	-0.2	6.3
Cn1c(=O)c(C(=O)COC(=O)c2cc(C(F)(F)F)nc3c(C(F)(F)F)cccc23)c(N)n(CC2CC2)c1=O	2.5	x	x	x	x	x	-0.9	0	x	-0.3
CCCn1c(N2CCN(CC(=O)c3c(C)n(C)c4ccc(OC)cc34)CC2)nc2c1c(=O)[nH]c(=O)n2C	x	-2	-15	4	2	3	2.4	-10	-3.8	x
COc1ccc(N(C)S(=O)(=O)c2ccc3c(c2)NC(=O)CC(=O)N3)c(OC)c1	2.7	-1	-11	11	9	-9	0.4	-1	-2.7	-1.4
CC(C)c1nc(SCC(=O)c2ccccc2)c2c(=O)n(C)c(=O)n(C)c2n1	3.3	-11	4	2	1	-1	1.4	-1	-2.2	-0.1
O=S(=O)(c1ccc(N2CCN(Cc3ccc4c(c3)OCO4)CC2)nc1)N1CCOCC1	2.2	x	x	x	x	x	1.8	-3	x	1.4
CN(C(=O)CSCC(=O)O)C1CCCCC1	1.2	-2	22	-2	-4	1	2.7	7	1.4	-0.8

3 entries already listed, arranged by their value in CAL PDZ inh, ascending.
SMILES,AddAB inh,PvdQ acylase,PfHsp90 set2,Rtt109 Vps75,Tat transport,DAGLB inhibitor,phage Ecoli inh,Wnt act,CAL PDZ inh
CC(C)c1nc(SCC(=O)c2ccccc2)c2c(=O)n(C)c(=O)n(C)c2n1,3.3,-11,4,2,1,-1,1.4,-1,-2.2
C=CCc1cccc(/C=N/NC(=O)CNc2cccc3ccccc23)c1O,12,-11,-31,7,-6,-2,8.4,-2,-0.2
CCC(=O)Nc1cccc(C2=NOC3(C2)C[C@@H](C(N)=O)N(C(=O)c2cc([N+](=O)[O-])cc([N+](=O)[O-])c2C)C3)c1 (some centres not stated),3.1,-11,x,2,19,0,-0.2,-1,1.1
